EWS-Fli block = EWS/Fli-driven NR0B1 reporter inhibitors, primary screen, A673 cells, NR0B1 luciferase, luminescence, MLPCN library; 0.67% of 350,000 active; viability-normalised; AID 651661, 2012; inhibition, % at 12.6 µM;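 active = mean inhibition of at least 50% after viability correction, with every replicate also passing that limit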;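 also: firefly luciferase signal divided by Alamar Blue viability fluorescence both relative to DMSO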
LGR2 antag = inhibitors of bursicon-induced LGR2 CRE-luciferase signal, primary screen, cell-based, HEK293, CRE-luciferase reporter, bursicon stimulation | 0.35% of 380,000 active | AID 720647, 2013 | inhibition, % at 9.99 µM | Drosophila bursicon receptor LGR2 (rickets) | bursicon-stimulated, 4 h;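 active = drop in luminescence signal, shown as inhibition above about 50% in the replicate tests, limit read from the data, passing the limit was not always enough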;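 also: agonist challenge used bursicon conditioned medium at about half maximal strength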
S100A4 MyoIIA = inhibitors of S100A4-myosin IIA peptide binding, primary screen, biochemical, fluorescence polarization, TAMRA-MyoIIA peptide. Protein S100-A4 (Homo sapiens), P26447. inhibition, % at 10.7 µM. 0.14% of 360,000 active;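 active = mean inhibition of at least 70% across replicates, with every replicate also reaching that level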
Target sequence (P26447 whole entry, looked up): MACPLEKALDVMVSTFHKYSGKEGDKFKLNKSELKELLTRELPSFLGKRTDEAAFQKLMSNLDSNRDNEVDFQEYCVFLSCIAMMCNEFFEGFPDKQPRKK
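Material: S100A4 monomer protein | Medium: HEPES pH 7.2 with CaCl2, KCl, NaCl, DTT, Triton | Reagent: Labelled myosin peptide probe, 5 nM | Doses: One dose per compound | Times: 5 min incubation before reading | Benchmarks: Neutral control DMSO, positive control TFP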
PglD inh = C. jejuni PglD acetyltransferase inhibitors, primary screen, biochemical, DTNB colorimetric, single point; 0.098% of 360,000 active; inhibition, % at 12.5 µM; UDP-N-acetylbacillosamine N-acetyltransferase PglD (Campylobacter jejuni); AID 602405, 2012; purified PglD enzyme, DTNB colorimetric CoA detection; in the data active = inhibition above about 16%, passing the limit was not always enough; also: strong numbers were not always called active
FN deposition inh = inhibitors of fibronectin matrix deposition, primary screen, AH1F cells, Alexa488-fibronectin fluorescence, plate reader; 0.086% of 350,000 active; AH1F fibroblasts, overnight; inhibition, % at 12.6 µM;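 active = mean inhibition across replicates of 30% or more, regardless of how many single replicates reach that level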;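 also: positive control wells lacked labelled fibronectin entirely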
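Assay system: AH1F fibroblast monolayer, labelled fibronectin deposition. Amount: 10000 cells per well. Also added: labelled fibronectin 24 nM. Compound: single-point pinned compound. Incubation: cell attachment 1 h, compound and FN exposure overnight. Detection: fluorescence after three HBSS washes, excitation 485 nm, emission 525 nm. Read-out: inhibition of fibronectin deposition signal.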
PAX8 inh HTS = inhibitors of PAX8-driven TPO luciferase reporter, primary screen, RMG-I cells, single concentration | SteadyGlo, 24 h | 1.2% of 360,000 active | inhibition, % at 12.6 µM;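 active = mean replicate inhibition at least 60% with every replicate also reaching 60%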;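 also: luciferase light reporting Pax8 driven TPO promoter activity; plate controls were median of neutral control wells for no effect and mitoxantrone controls for full effect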
PGC1a acetyl inh = inhibitors of PGC1a acetylation signal, primary screen, cell-based, U2OS, AlphaScreen, inhibitor mode. 0.17% of 350,000 active. AID 651687, 2012. AlphaScreen anti-acetyl-lysine; with virally co-expressed GCN5 acetyltransferase. inhibition, % at 15.6 µM;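 active = every replicate shows inhibition of at least 40%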;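 also: 0% = neutral control wells and 100% = positive control wells; some results beyond the cut were filed as inactive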
The depositor's hits bear a star; x = no result given. Not all compounds are listed. The share of hits here may be higher or lower than overall.

SMILES	EWS-Fli block	LGR2 antag	S100A4 MyoIIA	PglD inh	FN deposition inh	PAX8 inh HTS	PGC1a acetyl inh
COc1ccc(CCNC(=O)c2nnc(Cc3c(F)cccc3Cl)o2)cc1OC	x	x	x	2	7	5	x
S=C(NCCN1CCOCC1)N/N=C/c1c2ccccc2cc2ccccc12	x	x	x	-11	6	11	x
O=C(CCC1CCCC1)NCCCN1CCOCC1	x	x	x	-3	1	10	x
Clc1ccc(-c2nnc3c4ccccc4nc(N4CCOCC4)n23)cc1Cl	x	x	x	4	-1	5	x
Cc1ccc(SCC(=O)NCC(C)C)cc1	x	x	x	-2	4	-24	x
Cc1nn(Cc2cccc(C(=O)NC34CC5CC(CC(C5)C3)C4)c2)c(C)c1Br	x	x	x	-2	-3	15	x
CCOC(=O)c1[nH]c(COC(=O)CCOc2ccccc2OC)c(C(=O)OCC)c1C	x	x	x	3	4	27	x
Cc1n[nH]c(=S)n1/N=C/c1ccc(OCc2ccc(Cl)cc2)cc1	x	x	x	-4	-10	-227	x
O=C(NCCCCO)C(F)(F)C(F)(F)C(F)(F)C(=O)NCCCCO	x	x	x	0	-8	-11	x
Cc1ccc(S(=O)(=O)N2CCCC(C(=O)N3CCCc4ccccc43)C2)cc1 (configuration not stated)	x	x	x	-4	2	5	x
CC(Oc1ccccc1)C(=O)NC1CCN(Cc2ccccc2)CC1 (configuration not stated)	x	x	x	5	-2	-12	x
O=c1[nH]nc(Sc2ncnc3sccc23)n1CCc1ccccc1	x	x	x	8	4	83*	x
CC(=O)Nn1c(COc2ccccc2C)nc2ccccc2c1=O	x	x	x	-1	-1	0	x
COc1ccc(NC(=O)CCCn2c(=O)[nH]c3ccccc3c2=O)cc1	x	x	x	3	5	6	x
CCOC(=O)N1CCN(C(=O)c2cn(C)c3ccc(S(=O)(=O)N4CCCC4)cc3c2=O)CC1	x	x	x	-4	-8	-2	x
Cc1ccc(NC2=CC(=O)CC(C)(C)C2)cc1C	x	x	x	-4	9	-2	x
CCNC(=O)c1c(N)sc2c1CCCCC2	x	x	30	9	3	x	x
COc1ccc(C(C)N2CC34C=CC(O3)C(C(=O)OCC(C)C)C4C2=O)cc1 (configuration not stated)	x	x	6	-1	5	x	x
O=C(O)CCn1cnc2ccccc2c1=O	x	x	11	0	4	x	x
CCc1cc2c(C)cc(=O)oc2cc1OC(=O)C1CCCN1C(=O)OC(C)(C)C (configuration not stated)	x	x	-10	-5	4	x	x
COc1ccc(CCCC(=O)O)c(C)c1	x	x	4	-11	-2	x	x
Cc1ccc2[nH]c3c(c2c1)CN(C(=O)CN1CCSCC1)CC3	x	x	-7	-1	9	x	x
CC(=O)N1CC2(C)CN(C(C)=O)CC(C)(C1)C2	x	x	6	0	-1	x	x
COc1cc2nc(-c3ccccc3)nc(N3CCCC3)c2cc1OC	x	x	0	-14	-4	x	x

2 compounds picked at random from those above, as already listed:
SMILES	EWS-Fli block	LGR2 antag	S100A4 MyoIIA	PglD inh	FN deposition inh	PAX8 inh HTS	PGC1a acetyl inh
COc1ccc(C(C)N2CC34C=CC(O3)C(C(=O)OCC(C)C)C4C2=O)cc1 (configuration not stated)	x	x	6	-1	5	x	x
Cc1ccc2[nH]c3c(c2c1)CN(C(=O)CN1CCSCC1)CC3	x	x	-7	-1	9	x	x

New compounds follow.
SMILES	EWS-Fli block	LGR2 antag	S100A4 MyoIIA	PglD inh	FN deposition inh	PAX8 inh HTS	PGC1a acetyl inh
COc1ccc2c3c([nH]c2c1)[C@H](CO)N(CC1CC1)CC31CN(C(=O)c2cccc(F)c2)C1	3	-34	x	x	x	x	0
COc1ccc2c3c(n(C)c2c1)[C@H](CO)NCC31CN(Cc2ccccc2F)C1	-1	-5	x	x	x	x	-5
COc1ccc2c3c(n(C)c2c1)[C@@H](CO)N(C(=O)Cc1ccccc1)CC31CCN(C(C)=O)CC1	-5	-18	x	x	x	x	-8
C[C@@H]1CN([C@@H](C)CO)C(=O)c2cc(NC(=O)C3CCCCC3)ccc2O[C@H]1CN(C)Cc1ccc(Oc2ccccc2)cc1	16	11	x	x	x	x	3
CCCC(=O)N1CC2(C1)CN(Cc1nccs1)[C@H](CO)c1[nH]c3cc(OC)ccc3c12	1	1	x	x	x	x	3
COc1ccc2c3c(n(C)c2c1)[C@@H](CO)N(Cc1ccc2c(c1)OCO2)CC31CCN(C(=O)c2ccc3c(c2)OCO3)CC1	-26	12	x	x	x	x	-9
CCCNC(=O)N1CC2(C1)CN(Cc1cccc(F)c1)[C@@H](CO)c1[nH]c3cc(OC)ccc3c12	11	-11	x	x	x	x	-5
COc1ccc2c3c([nH]c2c1)[C@H](CO)N(C(=O)c1ccccn1)CC31CN(C(=O)C2CCCCC2)C1	-12	4	x	x	x	x	-1
COc1ccc2c3c(n(C)c2c1)[C@H](CO)N(C(=O)c1cccnc1)CC31CCN(S(=O)(=O)c2ccccc2)CC1	14	-23	x	x	x	x	-1
C/C=C/c1ccc2c(c1)O[C@H](CN(C)C(=O)C1CCC1)[C@@H](C)CN([C@H](C)CO)S2(=O)=O	5	16	x	x	x	x	-5
CCCC(=O)N1CC2(CN[C@@H](CO)c3c2c2ccc(OC)cc2n3C)C1	-3	-21	x	x	x	x	4
COCC#Cc1cnc2c(c1)C(=O)N([C@H](C)CO)C[C@@H](C)[C@@H](CN(C)Cc1ccc(-c3ccccc3)cc1)O2	-3	11	x	x	x	x	-12
COc1ccc2c3c(n(C)c2c1)[C@H](CO)N(Cc1cccc(F)c1)CC31CCN(C)CC1	-1	5	x	x	x	x	-12
COc1ccc2c3c(n(C)c2c1)[C@H](CO)N(C(=O)c1cccnc1)CC31CN(C)C1	3	-7	x	x	x	x	2
C[C@@H]1CN([C@@H](C)CO)C(=O)c2cc(NC(=O)Cc3ccccc3)ccc2O[C@@H]1CN(C)Cc1ccc(-c2ccccc2)cc1	13	-7	x	x	x	x	-3
COc1cccc(CN2CC3(C2)CN(C(=O)C2CC2)[C@H](CO)c2c3c3ccc(OC)cc3n2C)c1	3	-8	x	x	x	x	-4
C[C@@H]1CN([C@@H](C)CO)S(=O)(=O)c2ccc(-c3ccc(F)cc3)cc2O[C@@H]1CN(C)Cc1cccc(F)c1	21	30	x	x	x	x	-7
CC(C)NC(=O)Nc1cccc2c1O[C@H](CN(C)S(=O)(=O)c1cccs1)[C@H](C)CN([C@H](C)CO)C2=O	-6	-1	x	x	x	x	8
C[C@H](CO)N1C[C@H](C)[C@H](CN(C)CC2CC2)Oc2cc(C3=CCCCC3)ccc2S1(=O)=O	-17	-1	x	x	x	x	-20
COc1ccc2c3c(n(C)c2c1)[C@@H](CO)N(C(=O)c1cccnc1)CC31CCN(S(=O)(=O)c2ccccc2)CC1	-6	-9	x	x	x	x	3
COc1ccc2c3c(n(C)c2c1)[C@H](CO)N(C(C)=O)CC31CN(C(=O)c2ccccc2)C1	6	1	x	x	x	x	-6
COc1ccc2c3c(n(C)c2c1)[C@@H](CO)N(C(C)=O)CC31CN(Cc2cccnc2)C1	21	-3	x	x	x	x	-7
CC(C)NC(=O)N(C)C[C@@H]1Oc2ncc(C#CC3CCCCC3)cc2C(=O)N([C@H](C)CO)C[C@@H]1C	5	11	x	x	x	x	-4
CCCNC(=O)N1CC2(C1)CN(C(=O)COC)[C@@H](CO)c1c2c2ccc(OC)cc2n1C	-12	17	x	x	x	x	-3

In another format: results already given
| SMILES | EWS-Fli block | LGR2 antag | S100A4 MyoIIA | PglD inh | FN deposition inh | PAX8 inh HTS | PGC1a acetyl inh |
| --- | --- | --- | --- | --- | --- | --- | --- |
| O=c1[nH]nc(Sc2ncnc3sccc23)n1CCc1ccccc1 | x | x | x | 8 | 4 | 83* | x |
| CC(=O)Nn1c(COc2ccccc2C)nc2ccccc2c1=O | x | x | x | -1 | -1 | 0 | x |
| COc1ccc(NC(=O)CCCn2c(=O)[nH]c3ccccc3c2=O)cc1 | x | x | x | 3 | 5 | 6 | x |

The list goes on.
SMILES	EWS-Fli block	LGR2 antag	S100A4 MyoIIA	PglD inh	FN deposition inh	PAX8 inh HTS	PGC1a acetyl inh
CC(C)C#Cc1ccc2c(c1)O[C@H](CN(C)C(=O)C1CCCCC1)[C@H](C)CN([C@@H](C)CO)S2(=O)=O	6	16	x	x	x	x	6
CCC(=O)N1CC2(CCN(Cc3ccc(Cl)cc3)CC2)c2c([nH]c3cc(OC)ccc23)[C@@H]1CO	-16	4	x	x	x	x	-1
C[C@H]1CN([C@@H](C)CO)C(=O)c2cc(NS(C)(=O)=O)ccc2O[C@@H]1CN(C)S(=O)(=O)c1ccc(Cl)cc1	-9	-3	x	x	x	x	0
COc1ccc2c3c(n(C)c2c1)[C@H](CO)N(Cc1ccccc1)CC31CN(S(C)(=O)=O)C1	-10	-17	x	x	x	x	1
CC(=O)N(C)C[C@@H]1Oc2cc(C3=CCCCC3)ccc2S(=O)(=O)N([C@H](C)CO)C[C@@H]1C	-13	18	x	x	x	x	-3
CCC(=O)N(C)C[C@H]1Oc2cc(C3=CCCCC3)ccc2S(=O)(=O)N([C@H](C)CO)C[C@@H]1C	-2	3	x	x	x	x	3
C[C@@H]1CN([C@H](C)CO)C(=O)c2cc(NS(=O)(=O)c3ccc(F)cc3)ccc2O[C@@H]1CN(C)S(C)(=O)=O	1	-19	x	x	x	x	-3
C[C@H](CO)N1C[C@H](C)[C@H](CN(C)C(=O)C2CCCCC2)Oc2ncc(C#CC(C)(C)O)cc2C1=O	-13	-12	x	x	x	x	-3
C[C@@H]1CN([C@H](C)CO)C(=O)c2cc(C#Cc3cccc(F)c3)cnc2O[C@@H]1CN(C)CC1CC1	5	2	x	x	x	x	-7
COc1ccc(-c2cnc3c(c2)C(=O)N([C@@H](C)CO)C[C@H](C)[C@@H](CN(C)C(=O)C2CC2)O3)cc1	-5	-6	x	x	x	x	-1
CCCNC(=O)N1CC2(CN(Cc3ccccn3)C2)c2c(n(C)c3cc(OC)ccc23)[C@@H]1CO	1	-1	x	x	x	x	-5
COc1ccc2c3c([nH]c2c1)[C@@H](CO)N(Cc1ccccc1OC)CC31CN(S(C)(=O)=O)C1	1	8	x	x	x	x	-6

3 of these compounds in another layout:
C[C@@H]1CN([C@H](C)CO)C(=O)c2cc(C#Cc3cccc(F)c3)cnc2O[C@@H]1CN(C)CC1CC1
  EWS-Fli block: 5 | LGR2 antag: 2 | S100A4 MyoIIA: x | PglD inh: x | FN deposition inh: x | PAX8 inh HTS: x | PGC1a acetyl inh: -7
COc1ccc2c3c(n(C)c2c1)[C@H](CO)N(Cc1ccccc1)CC31CN(S(C)(=O)=O)C1
  EWS-Fli block: -10 | LGR2 antag: -17 | S100A4 MyoIIA: x | PglD inh: x | FN deposition inh: x | PAX8 inh HTS: x | PGC1a acetyl inh: 1
C[C@H](CO)N1C[C@H](C)[C@H](CN(C)C(=O)C2CCCCC2)Oc2ncc(C#CC(C)(C)O)cc2C1=O
  EWS-Fli block: -13 | LGR2 antag: -12 | S100A4 MyoIIA: x | PglD inh: x | FN deposition inh: x | PAX8 inh HTS: x | PGC1a acetyl inh: -3
